Compound activity as filed in PubChem BioAssay.
NS3 helicase inh: inhibitors of HCV NS3 helicase, primary screen, biochemical, Cy5 molecular beacon fluorescence; Hepatitis C virus NS3 helicase; NS3 helicase DNA unwinding; inhibition, % at 10.9 µM; actives 0.56% (n = 290,000);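 active = inhibition above the mean of all tested compounds plus 3 SD, set per campaign, cut at about 35% in these data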;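 also: 0% = DMSO wells and 100% = thioflavine S control wells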
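assay system = NS3 helicase fragment of HCV | buffer or medium = MOPS pH 6.5, MgCl2, DTT, Tween20, BSA | timing = 60 min unwinding reaction at 25 °C after ATP addition | signal = Cy5 beacon fluorescence read at start and 1 h | read-out basis = % inhibition of unwinding | control set = low DMSO, high thioflavine S at 110 µM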
UBC9 SUMO inh: inhibitors of in vitro SUMOylation cascade, primary screen, biochemical, HTRF, uHTS; SUMO-conjugating enzyme UBC9 (Homo sapiens), P63279; HTRF SUMOylation assay, SAE1/SAE2 + UBC9; actives 0.36% (n = 290,000); inhibition, % at 35 µM; in the data active = inhibition above about 50%, passing the limit was not always enough; also: strong numbers were not always called active
IMP-1 inh: IMP-1 metallo-beta-lactamase inhibitors, primary screen, biochemical, epi-absorbance readout, Pseudomonas aeruginosa enzyme; purified IMP-1, nitrocefin hydrolysis, epi-absorbance fluorescence; inhibition, % at 5.6 µM; actives 0.45% (n = 290,000); AID 1556, 2009;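 active = inhibition above the mean plus 3 SD of all compounds in the same screening run, cut at about 4.5% in these data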;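 also: 0% = IMP-1 with DMSO and 100% = DMSO wells lacking enzyme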
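System: purified IMP-1 / Input: IMP-1 dispensed at 0.2 nM / Medium: 50 mM HEPES pH 7.1, 50 µM ZnSO4, 0.05% Brij 35 / Timing: 15 min enzyme–compound preincubation, then 25 min nitrocefin reaction, 25 °C / Technique: plate fluorescence quenching by hydrolysis product, ex 480/em 530 nm / Repeats: singlicate testing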
VIM-2 inhibitor: VIM-2 metallo-beta-lactamase inhibitors, primary screen, biochemical, epi-absorbance readout, Pseudomonas aeruginosa enzyme | purified VIM-2, nitrocefin hydrolysis, epi-absorbance fluorescence | inhibition, % at 5.6 µM | actives 0.89% (n = 290,000);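 active = inhibition above the mean of all tested compounds plus 3 SD, cutoff set per screening run, cut at about 7.5% in these data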;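 also: red hydrolysis product quenches plate fluorescence so inhibitors raise well fluorescence; 0% = enzyme with DMSO and 100% = DMSO without enzyme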
IDE inh: human IDE inhibitors in live cells, primary screen, fluorescence polarization, HEK cells, FAbetaB substrate | Insulin-degrading enzyme (Homo sapiens), P14735 | FAbetaB cleavage | inhibition, % at 5.59 µM | actives 0.41% (n = 320,000) | AID 434962, 2010;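 active = percent inhibition above the average of all tested compounds plus 3 SD, set per screening campaign, cut at about 16% in these data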;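 also: IDE supplied by intact live HEK cells; FP after avidin binding of uncleaved biotin substrate so inhibition keeps polarization high; 0% = DMSO wells and 100% = 60 µM reference IDE inhibitor Ii1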
FID counter: compounds displacing fluorescent DNA intercalator, primary screen, artefact control for HCV NS3 helicase inhibitor project, biochemical, FID fluorescence. actives 0.17% (n = 290,000). inhibition, % at 7.9 µM. DNA fluorescent intercalator displacement. AID 1845, 2009; in the data active = inhibition above about 37%;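 also: 0% = vehicle and 100% = reference compound; higher means more ethidium bromide displaced from hairpin DNA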
M18AAP inhibitor: PfM18AAP inhibitors, malaria aminopeptidase, primary screen, biochemical, QFRET, recombinant enzyme; inhibition, % at 7.35 µM; actives 1.2% (n = 290,000); H-Glu-NHMec fluorogenic cleavage;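 active = inhibition above the campaign mean inhibition over all tested compounds plus 3 SD, cut at about 28% in these data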;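 also: 0% = plate median of test compound wells and 100% = 2 mM ZnCl2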
p-CIP stab down: p/CIP-EGFP fusion destabilizers, primary screen, fluorescence, F442A cells. decrease of EGFP signal, % at 10 µM. actives 0.01% (n = 290,000). Q05BA5. 16 h;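 active = EGFP signal decrease of at least 30% at 10 µM or well 3 SD below plate mean, unless failing retest; inactive = the rest, including hits failing retest or dose response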; also: some compounds called inactive have numbers as strong as hits; many of its hits are not listed in these tables
Target sequence (Q05BA5 1-1403): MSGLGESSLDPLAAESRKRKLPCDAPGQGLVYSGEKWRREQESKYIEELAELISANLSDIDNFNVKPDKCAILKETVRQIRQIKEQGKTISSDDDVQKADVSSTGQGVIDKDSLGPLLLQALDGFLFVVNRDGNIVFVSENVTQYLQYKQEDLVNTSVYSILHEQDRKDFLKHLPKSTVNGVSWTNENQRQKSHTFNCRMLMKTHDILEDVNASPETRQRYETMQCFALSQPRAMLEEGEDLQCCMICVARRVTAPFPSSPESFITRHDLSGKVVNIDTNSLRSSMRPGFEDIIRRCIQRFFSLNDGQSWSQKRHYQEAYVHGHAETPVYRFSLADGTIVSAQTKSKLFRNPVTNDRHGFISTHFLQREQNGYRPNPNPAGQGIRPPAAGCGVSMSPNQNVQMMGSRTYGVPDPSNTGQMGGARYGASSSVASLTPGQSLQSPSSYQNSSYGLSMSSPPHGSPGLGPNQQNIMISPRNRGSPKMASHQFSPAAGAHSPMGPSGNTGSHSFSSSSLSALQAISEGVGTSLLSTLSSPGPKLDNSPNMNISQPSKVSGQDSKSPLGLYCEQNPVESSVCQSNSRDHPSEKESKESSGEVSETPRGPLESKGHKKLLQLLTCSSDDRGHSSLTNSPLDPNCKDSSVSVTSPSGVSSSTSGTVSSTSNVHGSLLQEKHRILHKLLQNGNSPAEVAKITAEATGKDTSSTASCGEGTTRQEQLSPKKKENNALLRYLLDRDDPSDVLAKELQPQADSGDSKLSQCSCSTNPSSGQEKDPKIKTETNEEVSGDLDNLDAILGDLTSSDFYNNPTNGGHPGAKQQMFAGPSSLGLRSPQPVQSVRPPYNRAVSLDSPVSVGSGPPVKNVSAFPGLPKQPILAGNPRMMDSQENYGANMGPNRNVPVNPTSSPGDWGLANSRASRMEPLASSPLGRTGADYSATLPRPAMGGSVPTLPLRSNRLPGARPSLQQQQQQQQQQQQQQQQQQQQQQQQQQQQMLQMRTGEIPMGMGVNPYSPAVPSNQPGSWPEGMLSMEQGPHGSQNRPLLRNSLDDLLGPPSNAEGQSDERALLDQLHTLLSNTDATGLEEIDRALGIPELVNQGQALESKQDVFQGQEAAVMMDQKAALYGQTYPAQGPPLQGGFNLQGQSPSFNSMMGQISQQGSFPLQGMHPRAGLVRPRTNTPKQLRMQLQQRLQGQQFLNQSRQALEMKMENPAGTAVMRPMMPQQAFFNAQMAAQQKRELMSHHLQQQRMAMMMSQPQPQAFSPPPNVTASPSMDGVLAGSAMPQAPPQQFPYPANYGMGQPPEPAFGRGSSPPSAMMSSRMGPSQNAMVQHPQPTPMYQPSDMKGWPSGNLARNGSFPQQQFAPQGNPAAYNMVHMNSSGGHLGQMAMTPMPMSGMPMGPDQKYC
IDE cell activ: human IDE activators in live cells, primary screen, fluorescence polarization, HEK cells, FAbeta-B substrate | AID 493087, 2011 | actives 0.073% (n = 340,000) | FAbeta-B cleavage; 0% vehicle, 100% cell-free pure enzyme wells | activation, % at 5.96 µM | Insulin-degrading enzyme (Homo sapiens), P14735;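 active = activation above the mean of all tested compounds plus 3 SD, set per screening campaign, cut at about 17% in these data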
An asterisk follows results filed as active; · = not tested or not shown; & = joins results of further samples. Outcome played no part in choosing rows. About 3.6% of those tested had a hit in this group.

SMILES	NS3 helicase inh	UBC9 SUMO inh	IMP-1 inh	VIM-2 inhibitor	IDE inh	FID counter	M18AAP inhibitor	p-CIP stab down	IDE cell activ
CCOC(=O)c1c(N)ssc1=S	-4.2&-7.4	-6.3&3.7	-2.6&-0.4	-1.4&-2.1	3.2	0.8&-0.9	21.2&22.9	12.1&1.4	-2.5
O=C(NNC1=NC2(CCCC2)Cc2ccccc21)c1cccnc1	-3.4	11.0	-1.8	0.8	2.8	-7.1	-9.4	-3.8	1.2
Cc1ccc(S(=O)(=O)Nc2c(C)[nH]c(=O)[nH]c2=O)cc1C	-6.9	6.7	-4.1	-2.9	-1.7	3.7	-1.4	-13.2	0.3
CC(C)N(Cc1nc(-c2ccc(Cl)cc2)no1)C(=O)c1cccs1	-7.5	-1.9	0.4	0.0	3.1	-22.2	-13.0	-7.1	-2.2
O=C1C2C3C=CC([C@@H]2C(=O)N1c1nccs1)C31CC1 (stereo partly specified)	13.4	4.2	-3.7	-1.9	3.3	-10.1	-3.9	-13.6	7.4
Cc1cc(C)cc(C(=O)N2CCN(c3ccccn3)CC2)c1	4.8	-1.9	-0.9	-3.0	1.8	-17.4	-8.1	-12.9	-0.5
O=C1C2CC=CCC2C(=O)N1Cc1nnc(-c2ccccc2Br)o1 (stereo unspecified)	2.3	6.8	-2.6	-3.3	-1.8	-13.9	1.8	-4.5	7.9
COc1cc2ccc(=O)oc2c(O[C@@H]2O[C@H](CO)[C@@H](O)[C@H](O)[C@H]2O)c1O	-6.3	48.3	-1.1	-1.4	3.8&1.2	-0.6	3.0	-7.1	6.0&1.3
Cc1ccccc1OC(=O)c1cccnc1	-6.0	-5.0	0.0	-2.0	·	-0.1	-8.0	-2.8	0.7
O=C(Cn1ccc2ccccc2c1=O)NCC(=O)Nc1ccc(F)cc1F	-0.3	-7.9	-0.2	-1.5	7.9	-9.3	6.2	-9.7	-0.7
Cc1sc(NC(=O)C2CSC3(C)CCC(=O)N23)nc1-c1ccc(F)cc1 (stereo unspecified)	-6.0	6.2	1.4	-0.8	-2.5	-28.0	-6.0	-96.0	3.9
Cc1ccc(CNC(=O)c2cc3c(-c4ccc(Cl)cc4)nn(C)c3s2)o1	10.1	4.1	-3.6	-5.8	0.7	-5.4	-4.0	-3.0	5.4
Cc1cc(C)c(S(C)(=O)=O)c(Oc2ccc(F)cc2)n1	0.0	16.0	-2.9	-1.8	3.1	-1.9	7.5	-22.4	-0.6
C=CCC(C)(NCc1ccccc1)c1ccco1 (stereo unspecified)	-1.3	17.0	-0.9	-5.0	-0.7	7.7	6.7	0.2	-1.3
O=C1CCCc2nc(NCc3ccco3)ncc21	-4.2	16.5	3.1	-0.2	-3.3	-0.6	12.5	-10.8	2.1
CCOc1ncccc1C(=O)Nc1ccc(S(=O)(=O)N2CCCC2)cc1	4.0	13.0	-3.2	-4.2	1.7	-8.5	-1.3	-5.4	1.4
O=C(CCC(=O)Nc1ccc(F)cc1)N/N=C/c1ccc(O)cc1	2.0	9.6	-2.6	-1.3	2.3	-4.5	-0.1	-2.3	4.5
O=C1NCCN1Cc1ccc(Cl)cc1	0.1	-5.1	-1.5	-2.2	-0.5	3.4	-0.8	-2.4	-1.2
CC(C)[C@@H](C(=O)OCC(=O)Nc1ccc2c(c1)OCO2)N1C(=O)c2ccccc2C1=O	-7.3	-0.7	-2.0	-0.9	1.4	-21.9	0.0	-5.7	5.8
O=C(Nc1cccc(-c2cn3ccsc3n2)c1)c1ccccc1	2.3	-8.3	-2.3	-1.5	4.9	-10.2	-7.9	5.7	-0.7
CCc1nc(SCC(=O)Nc2nnc(CC(C)C)s2)n[nH]1	10.9	-10.7	-2.9	-2.9	6.5	-5.9	3.0	-12.5	5.7
O=C(COc1ccc(Cl)cc1)Nc1nnc(-c2ccc3c(c2)CCCC3)o1	14.3	·	-5.0	-4.2	0.4	1.7	0.5	-0.4	2.9
N#Cc1c(NC(=O)CSc2nnnn2C2CCCCC2)sc2c1CCCC2	-1.8	12.3	1.4	1.7	-2.5	1.2	-11.3	-7.9	-1.8
C[C@@]12CC(=O)NC1N(C(=O)c1cccc(C(F)(F)F)c1)C(c1ccccc1O)C2 (stereo partly specified)	1.2	1.3	-2.3	-4.1	1.9	-8.7	-9.0	2.3	3.4
CCCC(=O)c1c[nH]c(C(=O)NCCc2ccccn2)c1	-2.4	18.1	-3.7	-2.7	0.0	-1.9	-4.7	41.5	-0.8
CC1(C(=O)N/N=C/c2ccccc2)CC1(Br)Br (stereo unspecified)	9.2	18.2	-2.2	-2.3	0.9	0.3	15.4	-10.1	5.5
C/C(Cn1nnc([N+](=O)[O-])n1)=N\NC(=O)c1ccccc1Cl	2.8	4.6	-3.0	-3.2	-1.1	-5.6	-6.4	-6.9	6.4
CC(=O)Nc1ccc(OCC(O)Cn2nc(C)c(C)c2C)cc1 (stereo unspecified)	5.4	6.7	-2.2	-1.3	1.7	-8.9	-0.3	-10.2	3.4
Cc1coc2cc3oc(=O)c(CCC(=O)N[C@@H](CCCNC(N)=O)C(=O)O)c(C)c3cc12	-0.4	29.3	-0.6	-2.1	-0.2	-25.9	-1.4	-9.6	2.4
NS(=O)(=O)c1ccc(CNC(=O)c2ccncc2)cc1	-3.0	10.0	-2.7	-2.8	-0.3	-3.2	5.5	2.1	-0.8
CCOC(=O)c1ccc(N2C(=O)c3n[nH]c(-c4ccco4)c3C2c2ccc([N+](=O)[O-])cc2)cc1 (stereo unspecified)	38.3*	66.1	-2.2	-2.8	15.3	-34.0	4.3	0.0	-3.0
CCC(CC)c1nnc(NC(=O)C2CC(=O)N(CCc3ccc(F)cc3)C2)s1 (stereo unspecified)	7.2	-13.1	-0.2	-1.2	9.2	-44.1	34.7*	-14.2	5.1
O=C(c1cc([N+](=O)[O-])[nH]n1)N1CCSCC1	-5.1	10.8	-1.9	-0.8	1.0	1.2	-8.8	1.8	-1.2
COc1cccc(/C=N/Nc2ncc(C(F)(F)F)cc2Cl)c1O	4.7	-48.8	-2.9	-7.6	7.3	2.5	12.8	-5.7	-9.5
O=C(O)c1cccc2c1C(=O)N(CC1CCCO1)C2 (stereo unspecified)	6.8	-1.1	-3.8	-2.4	-9.7	13.4	-7.4	-3.0	-1.0
CCOC(=O)/C(C#N)=C\c1ccc(OC)c(OC)c1	-8.0	8.6	-2.1	-2.8	8.7	-11.6	1.5	-0.9	7.6
CC(=O)NC(CC(=O)NCCOc1ccccc1F)c1ccccc1 (stereo unspecified)	-2.2	-5.7	-2.7	-3.2	0.2	-6.5	-3.2	-4.4	5.2
CC(=O)NC1=NN(C(C)=O)C(c2ccco2)S1 (stereo unspecified)	0.0	0.4	-6.0	-2.5	1.4	-2.8	1.3	-2.7	3.3
CC(C)n1cc(-c2ccc(Cl)cc2)cc(C#N)c1=O	5.5	-19.2	-0.7	-1.8	0.6	-6.7	4.1	4.1	3.5
O=C1NC(=O)/C(=C\c2ccccc2OCc2cccc([N+](=O)[O-])c2)N1	17.5	4.3	-2.6	-1.4	0.8	-1.0	-4.4	-3.6	3.9

Reprinted at random: two records from the list, in no set order.
SMILES	NS3 helicase inh	UBC9 SUMO inh	IMP-1 inh	VIM-2 inhibitor	IDE inh	FID counter	M18AAP inhibitor	p-CIP stab down	IDE cell activ
NS(=O)(=O)c1ccc(CNC(=O)c2ccncc2)cc1	-3.0	10.0	-2.7	-2.8	-0.3	-3.2	5.5	2.1	-0.8
CC(=O)NC1=NN(C(C)=O)C(c2ccco2)S1 (stereo unspecified)	0.0	0.4	-6.0	-2.5	1.4	-2.8	1.3	-2.7	3.3

New compounds follow
SMILES	NS3 helicase inh	UBC9 SUMO inh	IMP-1 inh	VIM-2 inhibitor	IDE inh	FID counter	M18AAP inhibitor	p-CIP stab down	IDE cell activ
O=C(Nc1ccc(Nc2ccncc2)cc1)c1ccc([N+](=O)[O-])cc1	-15.6	13.5	-1.2	-2.8	1.3	23.4	1.9	-7.2	2.5
CC(C)=CCN1CCN(C/C(Cl)=C/c2ccccc2)CC1CCO (stereo unspecified)	-9.1	0.5	-3.5	-0.1	0.7	10.3	1.8	-5.8	-2.7
O=Cc1ccc(OCc2ccc3ccccc3c2)cc1	17.4	-12.8	-0.6	-0.2	-3.0	-5.7	-4.5	-7.4	-1.8
CCOC(=O)c1c(N)sc2c(OC)c(Br)ccc12	-2.4	-15.8	-3.0	-1.2	8.6	1.7	-28.8	-6.4	-3.9
NS(=O)(=O)c1ccc(CNC(=S)Nc2ccc(Cl)c(Cl)c2)cc1	1.3	-16.3	-2.1	-2.6	1.5	6.2	-2.3	-6.1	3.6
O=C(NNC(=O)c1cc2c(s1)CCCC2)c1ccccc1	4.0	25.7	-3.0	-3.0	-7.3	-4.6	0.6	-7.5	2.5
CCC(C)NC(=O)CSc1nc2c(sc(=S)n2Cc2ccco2)c(=O)n1-c1ccccc1 (stereo unspecified)	7.3	-0.8	-4.0	-2.7	0.9	-6.3	-0.9	-1.4	-3.1
COCCn1c(C)cc(C(=O)CN2CCCCC2)c1C	6.5	1.8	-3.2	-2.4	0.0	-12.9	3.8	-12.3	5.1
CC(C)(C)c1ccc(C(=O)c2c[nH]c(C(=O)NCc3cccs3)c2)cc1	4.3	20.9	-4.1	-3.7	-3.4	-2.5	1.9	-11.7	-1.6
CCOC(=O)C1=C(CNCc2ccc(C)cc2)NC(=O)NC1c1cc(C)ccc1C (stereo unspecified)	-2.1	10.1	0.0	-1.4	-4.9	-27.7	1.9	-4.0	-1.4
Cc1nnc(C)n1/N=C/c1cccs1	0.3	28.1	-1.5	-0.2	-0.4	0.2	-6.6	1.9	6.5
CCOc1ccc(C(=O)CCN2CCCCCC2)cc1	5.0	31.2	-1.1	0.1	0.2	-3.2	-8.2	-3.9	-1.2
C=CCN(c1ccc(C(=O)Nc2ccc(C)cc2)cc1)S(C)(=O)=O	8.8	-4.1	-0.7	-1.4	-2.4	-10.6	-8.2	0.0	2.5
CC1(C)CC(NC(=O)CC(c2ccccc2)c2ccccc2)CC(C)(C)N1	7.5	12.5	0.2	-1.8	1.8	10.8	-0.4	-27.8	2.8
Cc1ccc2nc(SCc3ccc([N+](=O)[O-])cc3)nc(C)c2c1	0.6	5.9	-2.1	-2.5	2.6	3.2	1.2	-6.4	5.6
CCc1cc(C(=O)N2CCCC(N3CCN(c4cccc(C(F)(F)F)c4)CC3)C2)n(C)n1 (stereo unspecified)	-3.8	7.5	-2.5	0.2	-3.4	-54.0	-12.2	-10.7	0.5
